EBI2 block – EBI2 (human) antagonism | hit rate 0.81% among 360,000 | P32249 | inhibition, % at 5 µM | EBI2 beta-arrestin recruitment, luminescence, 7a,25-OHC stimulated | AID 651636; in the data active means inhibition above about 38%;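 further: enzyme fragment complementation signal reports receptor beta-arrestin coupling in cells; 0% = agonist plus DMSO wells and 100% = wells without agonist; some results beyond the cut were filed as inactive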
APJ agonist – activates the human apelin receptor APJ | activation, % at 20 µM | P35414 | CHO-K1 APJ PathHunter beta-arrestin, luminescence; 0% DMSO wells, 100% apelin | hit rate 0.11% among 330,000;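 active means activation more than six SD over the plate average, tested at 20 µM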;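 further: 0% = DMSO alone and 100% = apelin-13 at 10 nM; some results filed as inactive read as strong as hits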
Target sequence (P35414 whole entry, looked up): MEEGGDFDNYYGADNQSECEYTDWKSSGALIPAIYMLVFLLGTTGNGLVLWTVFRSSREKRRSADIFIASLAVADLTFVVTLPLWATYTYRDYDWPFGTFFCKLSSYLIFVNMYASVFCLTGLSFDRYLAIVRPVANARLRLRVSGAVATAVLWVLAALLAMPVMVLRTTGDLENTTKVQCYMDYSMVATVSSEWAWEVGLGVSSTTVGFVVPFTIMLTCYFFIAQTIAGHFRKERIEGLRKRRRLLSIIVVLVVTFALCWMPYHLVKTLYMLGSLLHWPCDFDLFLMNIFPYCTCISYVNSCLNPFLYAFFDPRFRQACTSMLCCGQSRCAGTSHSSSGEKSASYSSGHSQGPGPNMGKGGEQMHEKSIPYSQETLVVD
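Test system: CHO-K1 APJ beta-arrestin complementation cell line | Compound: Single test compound dose, 20 µM final, 1% DMSO | Incubation: Compound 90 min 25 °C, reagent 1 h | Measured by: beta-gal luminescence | Read-out basis: APJ–arrestin association signal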
Gli-Sufu block – antagonists of Gli-Sufu signaling. hit rate 0.74% among 340,000. inhibition, % at 5 µM. AID 588413. Sufu-KO-LIGHT fibroblasts, Gli luciferase reporter luminescence;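 active means inhibition above about 55%, limit read from the data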;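 further: 0% = DMSO-treated cells and 100% = wells with medium but no cells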
ATG4B inh – inhibitors of human ATG4B cysteine protease; AID 504462; hit rate 0.51% among 340,000; Q9Y4P1; ATG4B cleavage of LC3-PLA2, NBD-HPC fluorescence, 1 h; inhibition, % at 8.33 µM; in the data active means inhibition above about 40%
CXCR6 block – CXCR6 (human) receptor inhibition; CHO-K1 PathHunter CXCR6 beta-arrestin, luminescence; hit rate 0.36% among 360,000; inhibition, % at 20 µM; O00574; in the data active means inhibition above about 34%, passing the limit was not always enough;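 further: antagonist mode with CXCL16 agonist at 10 nM final; 0% = 10 nM CXCL16 with DMSO and 100% = unstimulated wells without agonist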
APJ antagonist – APJ receptor antagonism; inhibition, % at 20 µM; hit rate 0.32% among 330,000; CHO-K1 APJ beta-arrestin complementation, luminescence; P35414;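 active means inhibition above about 40% at 20 µM, limit read from the data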;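 further: cells challenged with 10 nM apelin-13 agonist together with compound; plate controls were apelin-13 plus DMSO wells for no effect and DMSO wells lacking apelin-13 for full effect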
CCR6 antagonist – CCR6 (human) receptor antagonism; CHO-K1 CCR6 PathHunter beta-arrestin, luminescence, CCL20-stimulated; inhibition, % at 20 µM; hit rate 0.49% among 340,000;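 active means compounds whose inhibition of the agonist-driven luminescence signal at 20 µM reaches about 50%, limit read from the data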;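 further: cells stimulated with CCL20 at 14 nM final; plate controls were DMSO with CCL20 for no effect and DMSO without agonist for full effect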
Target sequence (P51684 whole entry, looked up): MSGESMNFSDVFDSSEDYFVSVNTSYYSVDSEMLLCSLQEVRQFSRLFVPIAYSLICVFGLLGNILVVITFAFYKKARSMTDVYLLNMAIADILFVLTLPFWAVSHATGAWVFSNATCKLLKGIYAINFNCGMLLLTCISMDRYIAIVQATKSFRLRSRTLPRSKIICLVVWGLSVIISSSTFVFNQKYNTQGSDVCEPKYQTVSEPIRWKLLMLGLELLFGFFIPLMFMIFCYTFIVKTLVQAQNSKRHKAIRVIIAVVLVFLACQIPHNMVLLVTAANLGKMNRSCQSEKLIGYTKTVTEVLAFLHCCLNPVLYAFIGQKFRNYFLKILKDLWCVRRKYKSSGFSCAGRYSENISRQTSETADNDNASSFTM
UBC13 polyUb – inhibitors of human UBC13 polyubiquitin chain formation; hit rate 0.47% among 330,000; TR-FRET; inhibition, % at 20 µM; in the data active means inhibition above about 45%, passing the limit was not always enough
Target sequence (P61088 whole entry, looked up): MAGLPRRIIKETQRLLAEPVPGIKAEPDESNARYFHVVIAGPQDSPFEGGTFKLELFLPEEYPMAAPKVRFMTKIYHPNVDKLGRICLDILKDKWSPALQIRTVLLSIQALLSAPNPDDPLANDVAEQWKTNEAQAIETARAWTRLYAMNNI
Starred values were filed as active, the others as inactive; / = not tested or not shown.

SMILES	EBI2 block	APJ agonist	Gli-Sufu block	ATG4B inh	CXCR6 block	APJ antagonist	CCR6 antagonist	UBC13 polyUb
CCNC(=O)CN1C(=O)NC2(CCOc3ccccc32)C1=O (stereo not drawn)	-5	-3	29	-7	-10	10	11	8
Cc1ccc(C)n1CCN1CCN(S(=O)(=O)c2ccc(F)cc2F)CC1	-10	-3	0	-1	4	10	4	3
Cc1ccc(C)c(S(=O)(=O)NCc2ccc(C(=O)N3CCCCC3C)cc2)c1 (stereo not drawn)	0	2	-2	-5	-14	7	-8	2
CN(CC(=O)Nc1cccc(F)c1)C(=O)c1cc([N+](=O)[O-])ccc1N1CCCCC1	6	-5	-6	-1	1	15	29	-1
COc1ccc(CCNC(=O)COc2ccc(-c3ccccc3)cc2)cc1OC	10	-1	6	-11	-1	-7	16	-10
CCc1nc2ccccc2c(=O)n1NC(=O)c1c(O)c2ccccc2[nH]c1=O	-5	-3	-4	-6	-4	15	-5	2
C/C(=N\OCC(=O)Nn1c(C)nc2ccccc2c1=O)c1ccccc1	-5	1	7	-10	6	-3	5	7
CC(C)(C)OC(=O)N1CC=C2C(C#N)=C(N)C(C#N)(C#N)C(c3cccs3)C2C1 (stereo not drawn)	10	-11	12	-5	8	15	32	-1
Cc1cc(C(F)(F)F)c(C#N)c(SCC(=O)NC2CC2)n1	-10	-1	3	-8	-6	-20	-2	4
Cn1cccc1C(=O)NC(=O)COC(=O)CNC(=O)CNC(=O)c1ccc(Cl)cc1Cl	5	1	4	-1	-3	-8	0	3
O=C(CN(Cc1cccs1)C(=O)CNS(=O)(=O)c1ccc(F)cc1)NCc1ccco1	-13	-2	-4	-2	0	15	7	2
Cc1sc2nc(CN3CCOCC3)[nH]c(=O)c2c1-c1ccccc1	-5	-1	2	6	-1	27	-5	-1
CC(C)Cc1nc2n[nH]c(N)c2c2c1CCC2	-7	3	4	-18	-1	-9	-6	-5
CCCCc1nc2cc(C(=O)NCCc3cnn(C)c3)ccc2o1	-6	-2	-16	-3	0	14	0	-7
O=C1[C@@H]2[C@@H]3C[C@@H]([C@H]4ON=C(c5ccc(Cl)cc5)[C@@H]34)[C@@H]2C(=O)N1c1ccc2c(c1)OCO2	-5	0	5	-3	-3	-10	11	-5
O=C(COC(=O)C1=COCCO1)Nc1ccc(Oc2ccccc2)cc1	-5	-1	-8	-1	-1	-5	0	-3
CC(C)c1nc(SCC(=O)NCC2CCCO2)c2c(=O)n(C)c(=O)n(C)c2n1 (stereo not drawn)	-12	3	5	0	-2	6	11	9
O=C(Nc1cccc(-c2nc3ccccc3s2)c1)c1ccc2c(c1)OCO2	1	2	-14	24	-6	14	3	8
COc1ccc(C(=O)/C=C/c2cccc(OCc3ccccc3)c2)cc1CSCC(=O)O	2	-7	-6	49*	8	4	14	-5
CN(CC(=O)NCCc1ccc(Cl)cc1)S(=O)(=O)c1cccs1	9	0	-16	-1	-2	-4	-4	6
CC(NC(=O)C(=O)NN=C1CCC(C(C)(C)C)CC1)c1ccccc1 (stereo not drawn)	-1	1	-3	-2	-4	-4	16	3
O=C(O)c1ccccc1SCc1cn2ccccc2n1	-4	-4	4	3	3	8	6	0
COc1ccccc1OCCNC(=O)c1c(-c2ccccc2Cl)noc1C	10	3	-6	2	-5	4	-17	-16
CCSc1nc2c(cnn2-c2ccccc2)c(=O)n1N	1	2	-21	-1	-1	-3	9	3
COc1cccc(NC(=O)CC2C(=O)NC3CCCCC3N2C(=O)c2ccc(F)cc2)c1 (stereo not drawn)	3	-2	5	-3	-4	21	10	5
Cc1ccc(S(=O)(=O)N(C)CC(=O)O/N=C(\N)c2cccc([N+](=O)[O-])c2)cc1	2	11	5	-2	-12	-8	-15	-19
COc1ccc(OC)c(NC(=O)c2cccnc2)c1	-11	-5	-2	-3	-1	4	11	8
O=C(CCc1nc(-c2ccccc2F)no1)NCc1ccco1	-7	-5	1	-5	0	1	-1	3
CN(CC(=O)NCCCN1CCOCC1)S(=O)(=O)c1cc(Cl)ccc1Cl	-4	3	3	2	2	-33	3	-7
Cc1cc(-c2onc(C)c2C(=O)Nc2ccc(C(F)(F)F)cc2)no1	2	-2	1	-3	1	7	4	2
O=C(C1CC(=O)N(c2ccc3c(c2)OCCO3)C1)N1CCN(Cc2ccccc2F)CC1 (stereo not drawn)	-8	-1	-5	-44	-6	-11	2	11
CC1CCN(C2CCN(C(=O)c3ccccc3F)CC2)CC1	-1	-6	14	6	-5	7	-2	3
C=CCNC(=S)N1CCN(CCN=CC2=C(O)CC(c3ccco3)CC2=O)CC1 (stereo not drawn)	-15	3	-15	-1	-2	-10	-2	-20
CCOC(=O)c1cnn(CCOC(=O)Cc2cccs2)c1NC(=O)Cc1cccs1	-4	-4	1	1	3	-21	1	-6
CC(C)CC(=O)Nc1ccccc1N1CCN(c2ccccc2)CC1	9	-2	9	27	2	-21	9	1
Cc1cccc(C)c1Nc1ncnc(N)c1[N+](=O)[O-]	-9	0	-6	-2	1	2	1	-2
Cc1ccc(C)c(N2CCN(C(=O)CCc3nc(-c4cccc(F)c4)no3)CC2)c1	-1	/	-1	-11	-9	/	39	/
C=CCN1C(=Nc2ccccc2)SC/C1=C\C(=O)OC	0	2	10	-1	2	13	25	4
C=C(C(=O)c1ccccc1)C(C)CC(=O)c1ccccc1 (stereo not drawn)	-14	-2	-9	9	-1	-8	-10	16
O=C(c1c[nH]c(C(=O)C(Cl)(Cl)Cl)c1)c1ccccc1Br	-1	-1	3	-1	-5	1	-2	-2
O=c1cc(O)c2c(=O)n(Cc3ccccc3)c3ccccc3c2o1	-4	1	-9	-4	1	-20	-2	0
CCCNC(=O)C1(CC2CC(c3ccccc3)=NO2)CCN(C(=O)c2ccccc2)CC1 (stereo not drawn)	-2	10	-1	-8	-9	2	-6	8
CCC(C(=O)NC(C)(C)C)N(C(=O)Cn1nnc(-c2ccccc2F)n1)c1cnc2ccccc2c1 (stereo not drawn)	3	-4	2	-10	-9	12	9	-5
CC(C)C(=O)Nc1nnc(NC(=S)Nc2ccccc2)s1	2	-6	-25	-9	9	37	14	14
OC(CNCCc1ccc(Cl)cc1)COCc1ccco1 (stereo not drawn)	12	3	2	-1	0	-5	1	0
COc1ccc(C(C(=O)Nc2ccc(C(C)C)cc2)N(C)C(=O)c2ccc(=O)[nH]c2)cc1 (stereo not drawn)	1	0	2	-6	-2	-5	0	-4
Cc1onc(-c2c(Cl)cccc2Cl)c1C(=O)ONC(=O)c1cc(C(F)(F)F)cc(C(F)(F)F)c1	-6	0	5	-12	-3	0	2	0
CCOCCCNC(=O)C(NC(=O)c1ccc(NC(C)=O)cc1)c1ccc(Cl)cc1 (stereo not drawn)	-2	0	4	2	-6	5	9	5
O=C(c1cccnc1)N1CCN(S(=O)(=O)c2ccc3ccccc3c2)CC1	-9	-3	3	-10	-16	5	0	-19
Cc1cc(C(=O)N2CCCC(N3CCN(c4cccc(C(F)(F)F)c4)CC3)C2)c(C)o1 (stereo not drawn)	8	-1	26	4	8	-12	14	3
C=C(C)C(=O)Nc1cccc(C2=NOC3(C2)C[C@@H](C(N)=O)N(C(=O)CC(c2ccccc2)c2ccccc2)C3)c1 (stereo partly drawn)	-15	2	22	-33	4	18	8	-43
Cn1c(CCC(=O)Nc2ccc(F)cc2)nc2cc(S(=O)(=O)N3CCOCC3)ccc21	-10	2	-2	-3	-3	-2	5	-7
CCc1ccc(C(=O)CSc2nnc(C3CC3)n2C2CC2)cc1	-4	-4	-6	-8	-2	5	11	4
CCc1ccc2c(COC(=O)c3n[nH]c4ccccc34)cc(=O)oc2c1	8	-5	-49	23	-12	12	-2	-2
COc1cc(CNCCc2ccc(S(N)(=O)=O)cc2)ccc1OCC(=O)NC(C)(C)C	-24	-1	2	27	5	-3	7	8
COc1cccc(C2C(C(=O)c3sc(C)nc3C)=C(O)C(=O)N2CCN2CCOCC2)c1 (stereo not drawn)	-27	-2	2	3	-5	4	15	-3
O=c1oc2ccccc2c(N2CCCCC2)c1CN1CCCCC1	-5	0	-7	11	0	-4	7	-1
CNC[C@@H]1Oc2ccc(NS(=O)(=O)c3ccc(OC)cc3)cc2CC(=O)N([C@H](C)CO)C[C@@H]1C	9	-3	6	-10	5	7	11	12
CCOC(=O)c1c(-c2ccc(C)cc2C)csc1NC(=O)CSc1nnnn1C	20	2	5	-4	7	-5	18	-11
Cc1ccc(C(C)c2c(C)c([N+](=O)[O-])cc(C)c2[N+](=O)[O-])cn1 (stereo not drawn)	-2	-1	1	-1	-2	22	16	10

A draw from above in order of molar mass, high to low:
SMILES	EBI2 block	APJ agonist	Gli-Sufu block	ATG4B inh	CXCR6 block	APJ antagonist	CCR6 antagonist	UBC13 polyUb
CNC[C@@H]1Oc2ccc(NS(=O)(=O)c3ccc(OC)cc3)cc2CC(=O)N([C@H](C)CO)C[C@@H]1C	9	-3	6	-10	5	7	11	12
COc1cccc(C2C(C(=O)c3sc(C)nc3C)=C(O)C(=O)N2CCN2CCOCC2)c1 (stereo not drawn)	-27	-2	2	3	-5	4	15	-3
Cn1c(CCC(=O)Nc2ccc(F)cc2)nc2cc(S(=O)(=O)N3CCOCC3)ccc21	-10	2	-2	-3	-3	-2	5	-7
CCOC(=O)c1c(-c2ccc(C)cc2C)csc1NC(=O)CSc1nnnn1C	20	2	5	-4	7	-5	18	-11

The main list resumes, repeating the 2 entries before the break.
SMILES	EBI2 block	APJ agonist	Gli-Sufu block	ATG4B inh	CXCR6 block	APJ antagonist	CCR6 antagonist	UBC13 polyUb
CCOC(=O)c1c(-c2ccc(C)cc2C)csc1NC(=O)CSc1nnnn1C	20	2	5	-4	7	-5	18	-11
Cc1ccc(C(C)c2c(C)c([N+](=O)[O-])cc(C)c2[N+](=O)[O-])cn1 (stereo not drawn)	-2	-1	1	-1	-2	22	16	10
Nc1ncnc2c1nc(Sc1ccc(Cl)cc1)n2[C@@H]1O[C@@H]2COP(=O)(O)O[C@H]2[C@H]1O	5	2	19	0	5	-1	5	-3
CCOc1cc(S(=O)(=O)NCc2ccccc2)ccc1Br	2	-1	0	14	-5	-19	13	2
CCCN(CCC)S(=O)(=O)c1ccc(C(=O)O)cc1	1	-3	-6	1	-3	10	13	4
CCN(CC)c1ccc(C(=O)OCc2c(C)noc2C)cc1	4	-1	-12	-6	-18	-8	-8	8
Cc1ccnc(NC(=O)CNC(=O)c2ccc3c(c2)OCO3)c1	-4	-8	-5	3	4	6	-2	-6
CCn1c(SCC(=O)Nc2cc(C)on2)nnc1-c1ccc(C)cc1	-7	2	32	-7	1	-6	4	3
NC(=O)c1ccc(NC(=O)COC(=O)/C=C/c2cccs2)cc1	7	-2	2	12	-6	3	14	2
O=c1c2ccccc2sc2ccc(Cl)cc12	-5	-2	-29	8	2	14	-2	15
Cc1ccc(-c2ccc(/C=N\NC(=O)C3C(=O)NCC3c3ccccc3)o2)cc1Cl (stereo not drawn)	-2	0	-5	-14	-12	-11	-6	-2
CCN1CCN(c2cc(C)c3cc(NC(=S)N4CCN(c5ccccc5)CC4)ccc3n2)CC1	6	3	2	-1	-6	11	13	18
CSc1ccccc1-c1nc(-c2ccncc2)no1	-14	-3	-48	8	2	17	7	12
Cc1ccc(N(CC(=O)NC(C)C)C(=O)CCC(=O)Nc2nccs2)cc1C	7	-1	9	3	-12	-6	-2	-2
Cn1c(=O)oc2cc(S(=O)(=O)N3CCN(c4ccccc4)CC3)ccc21	-6	5	5	-6	1	-10	4	-28
CCCc1nnc(SCC(=O)N2CCCCC2C)n1CC1CCCO1 (stereo not drawn)	0	/	5	-15	1	/	-4	/
CCOC(=O)c1c(N)sc2c1CCCC2	-1	-3	3	-12	-6	6	-24	-1
CCOC(=O)C(Cc1cc(C(C)=O)ccc1OCC)C(=O)OCC	1	-4	5	5	7	9	-3	-2
Cn1cc(SCC(=O)N2CCOCC2)c2ccccc21	-13	9	-16	-4	-12	-3	-11	-4
COC(=O)C1=CN(Cc2ccc(OC)c(OC)c2)C=C(C(=O)OC)C1c1cccc(O)c1	4	-2	-15	-7	2	5	8	18
Cc1nnc(SCC(=O)Nc2cc(S(=O)(=O)N3CCOCC3)ccc2C)s1	10	-2	-5	2	-4	9	25	-4
